Assay outcomes (PubChem BioAssay)
IP6K1 inhibitor – Primary qHTS assay for small molecule inhibitors of Inositol hexaphosphate kinase 1 (IP6K1); IP6K1 kinase, ADP-Glo luminescence, 2 h; active compounds read low; activity change, % (series mostly up to about 58 µM); actives 0.81% (n = 140,000); AID 1645851, 2021; in the data active = activity change below about -25%
Target sequence (Q92551 whole entry, looked up): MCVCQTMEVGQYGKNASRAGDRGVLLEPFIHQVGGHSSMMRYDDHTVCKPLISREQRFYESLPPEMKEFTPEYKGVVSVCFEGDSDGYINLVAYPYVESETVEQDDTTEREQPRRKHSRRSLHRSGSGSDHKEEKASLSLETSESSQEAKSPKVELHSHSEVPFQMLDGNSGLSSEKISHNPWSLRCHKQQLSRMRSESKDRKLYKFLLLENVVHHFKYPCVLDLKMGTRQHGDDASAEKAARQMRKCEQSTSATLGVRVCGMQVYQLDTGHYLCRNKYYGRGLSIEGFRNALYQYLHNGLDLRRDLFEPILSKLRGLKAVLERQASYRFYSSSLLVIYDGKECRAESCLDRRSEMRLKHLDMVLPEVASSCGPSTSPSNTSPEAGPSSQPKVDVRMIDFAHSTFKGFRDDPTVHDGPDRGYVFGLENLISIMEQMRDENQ
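ADP-Glo luminescence measures ADP made by human IP6K1 during a 2 h RT reaction with ATP/IP6 (mix at 1.3 mM/130 uM); top library doses 57.5 and 19.1 uM final.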
HEK293 tox – Cytotoxic Profiling in HEK 293 Cell Line of Diverse Libraries Using Quantitative High-Throughput Screening. HEK 293 viability, ATP luminescence (CellTiter-Glo), 48-72 h. Potency, µM (highest dose often 115 µM), for inactives: at the top dose activity change, negative = cytotoxicity, hits mostly inhibitors. actives 6.6% (n = 94,000). AID 1345083, 2018; note: potency is the fitted concentration of half-maximal effect; nearly all actives have a fitted effect of over 60% in size
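Pintool-delivered compounds were incubated with HEK 293 cells (250 cells/well) at 37 degree Celsius for 48 or 72 hr. ATP-dependent luminescence (CellTiter-Glo) then reported remaining viable cells.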
SNCA viab count – GF-AFC viability counterscreen for inhibitors of alpha-synuclein gene (SNCA) expression; HEK-293-SNCA-luc viability, GF-AFC fluorescence, 24 h; Potency, µM (top dose mostly 57.1 µM), inactives show top-dose activity change, negative = cytotoxicity, usual class: cytotoxic; actives 0.12% (n = 150,000); AID 1671193, 2021;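 note: potency is the fitted concentration of half-maximal effect; 0% = DMSO-treated cells and -100% = medium-only wells without cells; nearly all actives have a fitted effect of over 30% in size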
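Cytotoxicity counterscreen: after 24 h compound treatment of genome-edited SNCA-luciferase HEK-293 cells, live-cell protease substrate GF-AFC read by fluorescence after 30 min; activity scaled between DMSO (0%) and medium-only (-100%), curves Hill-fitted.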
SNCA expr inh – Primary qHTS assay for inhibitors of alpha-synuclein gene (SNCA) expression; Potency, µM (doses to about 57.2 µM), inactives show at the highest dose activity change, negative = inhibition, actives largely listed as inhibitors; actives 0.17% (n = 140,000); HEK-293 SNCA-luciferase knock-in, luminescence, 24 h;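 note: potency is the fitted concentration of half-maximal effect; plate controls were DMSO cells for no effect and cell-free wells for full effect; nearly all actives have a fitted effect of over 45% in size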
FLuc inh – Firefly luciferase inhibition profiling of diverse chemical library using quantitative high-throughput screening; purified P. pyralis luciferase, luminescence, biochemical; Potency, µM (top dose mostly 115 µM), inactives show at the highest dose activity change, negative = inhibition, hits mostly inhibitors; AID 1347043, 2019; Luciferin 4-monooxygenase (Photinus pyralis), P08659; actives 2.5% (n = 76,000); note: potency is the fitted concentration of half-maximal effect; nearly all actives have a fitted effect of over 65% in size
Target sequence (P08659 whole entry, looked up): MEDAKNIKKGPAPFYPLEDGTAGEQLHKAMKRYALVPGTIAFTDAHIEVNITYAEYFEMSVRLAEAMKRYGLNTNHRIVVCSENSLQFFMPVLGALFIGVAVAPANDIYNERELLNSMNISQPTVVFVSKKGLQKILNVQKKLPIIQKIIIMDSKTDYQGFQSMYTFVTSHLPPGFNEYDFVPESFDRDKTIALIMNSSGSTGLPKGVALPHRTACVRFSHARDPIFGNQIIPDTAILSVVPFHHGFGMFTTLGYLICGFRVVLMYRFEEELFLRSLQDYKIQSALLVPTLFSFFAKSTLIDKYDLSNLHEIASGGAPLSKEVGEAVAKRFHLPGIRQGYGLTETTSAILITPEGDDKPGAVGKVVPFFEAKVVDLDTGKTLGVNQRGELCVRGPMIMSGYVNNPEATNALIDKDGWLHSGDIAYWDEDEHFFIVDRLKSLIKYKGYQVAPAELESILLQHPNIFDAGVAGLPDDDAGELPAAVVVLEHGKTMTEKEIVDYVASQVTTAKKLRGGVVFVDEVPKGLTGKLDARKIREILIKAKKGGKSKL
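Biochemical qHTS: compound (6-point titration) added to 10uM D-luciferin plus 10uM ATP in Tris acetate pH 7.5 buffer with Mg, Tween-20 and BSA, then purified enzyme at 10nM; light output imaged.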
GPT2 inhibitor – Primary qHTS assay for inhibitors of Glutamate pyruvate transaminase 2 (GPT2); Recombinant GPT2, coupled pyruvate oxidase/HRP Amplex Red fluorescence; AID 1671188, 2021; Potency, µM (doses to about 57.7 µM), without a hit: at the top dose activity change, negative = inhibition, hits mostly inhibitors; actives 0.25% (n = 100,000); note: potency is the fitted concentration of half-maximal effect; nearly all actives have a fitted effect of over 60% in size; many of its hits are not listed in these tables
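Fluorescence of coupled pyruvate oxidase/HRP/Amplex Red system (50uM Amplex, 30 min, dark) reports pyruvate formed by GPT2. Enzyme reaction: 10ng/uL GPT2, 2mM L-alanine, 250uM a-KG, 30 min room temperature, pH 7.5; 50uM AOA control.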
NIH3T3 tox – Cytotoxic Profiling in NIH 3T3 Cell Line of Diverse Libraries Using Quantitative High-Throughput Screening; Potency, µM (series often up to 96.7 µM), for inactives: top-dose activity change, negative = cytotoxicity, usual class: inhibitors; NIH 3T3 viability, CellTiter-Glo ATP luminescence, 48-72 h; actives 4.3% (n = 94,000); note: potency is the fitted concentration of half-maximal effect; nearly all actives have a fitted effect of over 55% in size
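ATP-dependent luminescence (CellTiter-Glo) served as the viability signal for NIH 3T3 cells treated with compound for 48 or 72 hr at 37 °C.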
* hit, by the source's call; i = inactive; ? = inconclusive; / = not tested or not shown; & = joins results of further samples; [ ] = remark or other dose. Unless noted, calls come from the whole dose curve; as a rule, active = well fitted curve in the direction sought with a large enough effect; inconclusive = small, poorly fitted or top-dose-only effect, or another doubt; inactive = no such curve, though single readings can be large; an effect the other way counts as inactive or inconclusive. Unless noted, % is set by controls: 0 for no effect and ±100 for the full control effect.

canonical_smiles | SNCA viab count | NIH3T3 tox | FLuc inh | GPT2 inhibitor | HEK293 tox | IP6K1 inhibitor | SNCA expr inh
Cc1noc(C)c1[S+](=O)([O-])N1CCC(N2CCC[S+]2(=O)[O-])CC1 | 9% | -3% | / | -1% | i | -13 | -20%
O=C(NCC1CCNCC1)c1ccc(C2CCNC2)cc1 (stereo not given) | 5% | -14% | -11% | -16% | -14% | 8 | 7%
O=C(Cc1ccccc1)NC1CCN(c2ccnc3ccnn23)C1 (stereo not given) | 15%[87.6 µM] | ? | / | -7%[88.5 µM] | ? | 6 | -5%[87.6 µM]
COc1ccc(NC(=O)C2CCN(S(=O)(=O)c3cccc(-c4noc(C)n4)c3)CC2)cc1OC | 2% | / | / | / | / | 21 | -14%
O=C(c1ccccc1)N1Cc2ccccc2CC2(CCCCN2CC2CCNC2)C1 (stereo not given) | -28% | ? | / | 1% | 79µM* | -20 | -13%
COC(=O)CNC(=O)c1c(C)nc2cnccn12 | / | -13%[138 µM] | / | / | 1%[172 µM] | 0 | /
OC1CCOC2(CCN(Cc3ccc(OC(F)(F)F)cc3)CC2)C1 (stereo not given) | 0% | -19% | 1% | i | -7% | 0 | 14%
CCN1c2cc(C(=O)Nc3ccc(SC)cc3)ccc2C(=O)N2CCCCC21 (stereo not given) | -2%[12.5 µM] | 40µM* | ? | i | ? | 13 | 26%
C=CCC(CC=C)(CNC(=O)C(=O)Nc1ccc(C)cc1)c1ccccc1 | 2% | / | / | / | / | -11 | 70%[activator]
COc1cccc(NC(=O)CCN2C(=O)c3ccccc3Sc3ncccc32)c1 | -8% | / | / | / | / | 35 | -13%
O=C(c1cccc(F)c1)N1CCN2C(=O)N(Cc3ccccc3)C(=O)[C@H]2C1 | 9%[87.6 µM] | -18%[138 µM] | -3%[172 µM] | -1%[88.5 µM] | -15%[172 µM] | 26 | -12%[87.6 µM]
CCC(=O)N(C1CCOCC1)C1CCN(C(=O)c2ccncc2)CC1 | 0% | -6% | -8% | i | 0% | 1 | 9%
CC(C)n1cc(-c2cc(C(=O)N3CCC(C)(C)C3)c3ccc(F)cc3n2)cn1 | -13% | ? | 5µM* | 0% | ? | 8 | 18%
Cc1ccsc1C(=O)NCCc1noc(-c2cccnc2)n1 | -8%[12.5 µM] | -11% | -15% | 3% | 11% | 3 | 4%
CCCS(=O)(=O)N1CCC(c2noc(-c3cnccn3)n2)C1 (stereo not given) | -5% | i | 4% | 1% | 0% | 13 | 14%
CCCCOc1ccc(C(=O)N2CCC(c3n[nH]c(=O)n3-c3ccccc3)CC2)cc1 | -3% | ? | -9% | i | ? | -6 | -2%
CCOc1ccc(CN(C(=O)c2cc(=O)c3cc(Cl)ccc3o2)C2CCS(=O)(=O)C2)cc1 (stereo not given) | 11% | / | / | / | / | 12 | 28%
CNC(=O)c1cc(C2CC2)nc2c1c(C1CCN(C(=O)N(C)C)CC1)nn2C | / | -15%[138 µM] | / | / | 1%[172 µM] | -7 | /
COc1ccccc1C(=O)N1CCC(C(=O)N2CCC(N3CCOC3=O)CC2)CC1 | 3% | -4% | / | i | -2% | -3 | 29%
COCCN1C(=O)c2cccn2CC1CNC(=O)c1ccccc1F (stereo not given) | 4% | i | 0% | 4% | 4% | 0 | 9%
CCC1(N2CCN(C(=O)Nc3cc(C)ccc3OC)CC2)CCN(C(=O)C(C)C)C1 (stereo not given) | 1% | 3% | -8% | ? | -12% | 6 | -17%
CC(C)(C)OC(=O)N1CCC(c2c(C(=O)NC3CCCCC3)cnn2-c2cccc(F)c2)CC1 | 10% | / | / | / | / | -7 | 21%
O=C(O)c1cccc(-n2cnc3cccnc32)c1 | 8% | / | / | / | / | -9 | 28%
Cc1cc(C)cc(OCC(=O)N2CCC(c3nc4ccccc4o3)CC2)c1 | -4% | / | / | / | / | 4 | -6%
c1ccc(Oc2ccc(Nc3ncc(-c4cncnc4)c4c3OCC4)cc2)cc1 | -7%[87.6 µM] | ? | -12%[172 µM] | i | ? | -13 | -9%[87.6 µM]
CNC(=O)c1ccc(-c2cnc3ncc(Cc4ccc5ncccc5c4)n3n2)cc1F | 4%&3% | / | / | -15%&-2% | / | 2 | 14%
Cc1noc([C@H]2CCN(C(=O)NCc3ccc(F)cc3)C[C@H]2NC(=O)C2CCOCC2)n1 | -14% | -3% | -3% | 5% | -21% | 14 | -30%
CCC12CN3CC(C)(CN(C1)C3c1c(C)[nH]c3ccccc13)C2=O (stereo not given) | 10% | / | / | / | / | 2 | -4%
CCOC(=O)[C@H]1[C@@H](O)C(=O)NC12CCN(C(=O)OCC(C)C)CC2 | / | ? | / | / | ? | 1 | /
O=S(=O)(N[C@H]1CO[C@H]2[C@@H]1OC[C@@H]2Nc1nccc(-c2ccc3c(c2)OCO3)n1)c1ccc2ccccc2c1 | -16% | -48% | -14% | 3% | ? | 2 | ?
Cc1ccccc1C(=O)Nc1sc2c(c1C(=O)N1CCC(C)CC1)CCCC2 | ? | / | / | / | / | -1 | -25%
Cc1ccc(NC(=O)CSc2nc3c(oc4ccccc43)c(=O)n2Cc2ccco2)cc1F | 2% | / | / | / | / | -7 | 16%
CCCCn1c2ccc(F)cc2c2nnc(SCCN3CCCCC3)nc21 | -2% | / | / | / | / | 18 | -2%
COC(=O)c1cc(NC(=O)c2cnc(SC)nc2-c2ccccc2)cc(C(=O)OC)c1 | 10% | / | / | / | / | 9 | 5%
CCc1[nH]c2ccc(CNC(=O)Cc3cnc4c(C)cccn34)cc2c1C | ? | ? | ? | i | ? | -18 | -16%
Cc1cccc(OCCSc2nc3ccc(NC(=O)COc4ccccc4C)cc3s2)c1 | -1% | / | / | / | / | 1 | 1%
Cc1cccc2[nH]c(CNC(=O)C3CCC(=O)N(CC4CCCCC4)C3)nc12 (stereo not given) | -6% | ? | -3% | 4% | ? | 16 | 8%
COc1ccc(CC(=O)N2CCC(c3n[nH]c(=O)n3Cc3ccc(F)cc3)CC2)cc1 | 13% | ? | -2% | 2% | -24% | -8 | 1%
COc1cccc(NC(=O)CCC2CCN(C(=O)C(C)n3cncn3)CC2)c1 (stereo not given) | 4% | 3% | -2% | -17% | 3% | -5 | ?
COc1ccc(-c2cc(C[C@@H]3CC[C@H](O)[C@@H](CNCc4ccccc4OC)O3)no2)cc1 | -14%[87.6 µM] | 56µM* | ? | -4%[88.5 µM] | 32µM* | 9 | -12%[87.6 µM]
CCOC(=O)c1c(C)oc2nc(C)nc(NCCc3ccc(C)cc3)c12 | -7% | / | / | / | / | 1 | -7%
CC(O)CCCCn1c(=O)c2c(ncn2C)n(C)c1=O (stereo not given) | 1%[23.9 µM] | / | / | i | / | -4 | -11%[25.6 µM]
Cc1ccc(CN2C[C@H]3CN(Cc4cccc(OC(F)(F)F)c4)CCN3C2=O)cc1 | -3%[87.6 µM] | 45µM* | 6%[172 µM] | -15%[88.5 µM] | 63µM* | 0 | -19%[87.6 µM]
Cc1ccccc1NC(=O)c1c(NC(=O)Cc2ccccc2)sc2c1CCC2 | -7% | / | / | / | / | 15 | -1%
CCc1ccc(CNC(=O)c2cc3cc4ccc(OC)cc4nc3o2)cc1 | -11% | / | / | / | / | 1 | -24%
COc1ccc(-n2nnnc2C2CCN(S(=O)(=O)c3ccc(F)cc3Cl)CC2)cc1 | 10% | / | / | / | / | 3 | -21%
CC(=O)C12OC(C)(C)OC1CC1C3CCC4=CC(=O)C=CC4(C)C3(F)C(O)CC12C (stereo not given) | 2% | / | / | i | / | -9 | /
COCCn1c(=O)c2c(n1Cc1ccccc1)CN(Cc1ccccn1)CC2 | 5%[87.6 µM] | ? | -2%[172 µM] | i | i | -6 | 12%[87.6 µM]
CCOC(=O)c1cccc(NC(=O)c2ccc3c(c2)N(C)C2CCCCCN2C3=O)c1 (stereo not given) | 10%[12.5 µM] | ? | ? | i | 32µM* | -14 | ?
COc1ccccc1Nc1ccnc(N2CCC(NC(=O)Cc3ccc(F)cc3)CC2)n1 | -1% | ? | / | -16% | 45µM* | 5 | -25%

A second format for part of the listing above:
Values run as follows: SNCA viab count, NIH3T3 tox, FLuc inh, GPT2 inhibitor, HEK293 tox, IP6K1 inhibitor, SNCA expr inh
- Cc1noc(C)c1[S+](=O)([O-])N1CCC(N2CCC[S+]2(=O)[O-])CC1
 : 9%, -3%, /, -1%, i, -13, -20%
- CCCCn1c2ccc(F)cc2c2nnc(SCCN3CCCCC3)nc21
 : -2%, /, /, /, /, 18, -2%
- CCC(=O)N(C1CCOCC1)C1CCN(C(=O)c2ccncc2)CC1
 : 0%, -6%, -8%, i, 0%, 1, 9%

(cont.)
canonical_smiles | SNCA viab count | NIH3T3 tox | FLuc inh | GPT2 inhibitor | HEK293 tox | IP6K1 inhibitor | SNCA expr inh
CN1C(=O)CCC2(CNC(=O)NC3CCCC3)CCC=C12 (stereo not given) | 0% | 0% | 7% | i | i | 22 | 4%
Cc1ccc2ccc3cc(C(=O)N4CCN(c5ccccc5F)CC4)nc3c2[nH]1 | -6% | / | / | / | / | 12 | 21%
O=c1ncn(CC2CC2)c2ccc(-c3ccc4c(c3)OCO4)nc12 | 3%[87.6 µM] | ? | 45µM* | 3%[88.5 µM] | 3%[172 µM] | 0 | 106%[activator][87.6 µM]
CN(CCO)C[C@@H]1CN(C(=O)CCc2nc3ccc(F)cc3[nH]2)C[C@@H]1CO | -7% | 1% | 1% | -1% | 1% | -18 | -1%
COc1ccc(CC(=O)Nc2c(C(=O)N3CCN(c4ccccc4)CC3)oc3ccccc23)cc1OC | ? | / | / | / | / | -5 | -17%
Cc1cccc(C(=O)N2CCCC(CO)CCNC(=O)CC2)c1 (stereo not given) | 0% | -18% | -4% | 0% | -13% | 11 | -12%
COCc1nncn1C1CCN(C(=O)c2cccc(OC)c2)CC1 | 5% | 1% | -7% | i | 4% | 5 | -2%
Cc1ccc(C(=O)N2CCCN(c3cc(-c4ccc(Br)cc4)[nH]n3)CC2)cn1 | 7% | -24% | -3% | -17% | ? | -13 | -9%
CCOc1ccc(-c2cc3c(=O)n(CCNC(=O)c4ccc(Cl)cc4)ccn3n2)cc1 | 8% | 5% | -8% | 1% | 0% | -10 | 86%[activator]

These rows are one share of the data; the hit share may differ from the screen's.
